Shiga toxin inh = Shiga toxin inhibition. inhibition, % at 38.7 µM. Vero cells, Shiga toxin protein synthesis inhibition reporter. hit rate 9.2% among 290,000; in the data active means inhibition mostly above about 28%, no sharp cut-off; inactive means mostly below about 43%; further: 0% is about no effect
Pf growth 48h = inhibits P. falciparum growth in the first generation, 48 h. P. falciparum luciferase growth in erythrocytes, 48 h. hit rate 5.9% among 310,000. Potency, µM (doses to about 28.7 µM), for the others: top-dose activity change, negative = inhibition, actives largely listed as inhibitors; further: potency means the concentration at half of the fitted maximal effect; on the % scale 0 is the no-effect control and ±100 the full control effect
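Read-out is firefly luciferase luminescence from an integrated reporter in P. falciparum, so falling signal marks reduced parasite growth. Infected erythrocytes were at 2% hematocrit and 0.1% parasitemia (final) in Albumax-supplemented RPMI 1640.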
TbPYK inhibitor = inhibitors of Trypanosoma brucei pyruvate kinase; AID 624173; Q57TT1; TbPYK enzyme, Kinase-Glo Plus ATP luminescence, 45 min; Potency, µM (doses to about 76.8 µM), for inactives: at the top dose activity, negative = inhibition, actives largely listed as inhibitors; hit rate 0.12% among 410,000; further: potency means the concentration at half of the fitted maximal effect; on the % scale 0 is the no-effect control and ±100 the full control effect; nearly all actives have a fitted effect of over 50% in size
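T. brucei PYK with substrate was exposed to pin-transferred compounds across a concentration series, then started with 130 uM ADP (final). After 45 min at room temperature, Kinase-Glo Plus luminescence was read, normalized and curve-fitted.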
HCV inhibitor = blocks hepatitis C virus; Huh7.5.1 HCVcc-Cre infection, luciferase reporter, 44 h; Potency, µM (highest dose often 41.8 µM), for inactives: top-dose activity change, negative = inhibition, usual class: inhibitors; hit rate 3.4% among 340,000; further: potency means the concentration at half of the fitted maximal effect; on the % scale 0 is the no-effect control and ±100 the full control effect
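Luciferase read-out (15 sec integration) after a 15 min room-temperature substrate step quantifies HCVcc-Cre infection. Cells, 1,000 per well, had compound added 4 h post-plating, then virus at ~0.5 moi, and were cultured 44 h.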
Pf growth 96h = inhibits malaria parasite growth, 96 h | Potency, µM (highest dose often 28.7 µM), for the others: top-dose activity change, negative = inhibition, most hits filed as inhibitors | hit rate 6.9% among 320,000 | P. falciparum luciferase reporter growth, 96 h | AID 504834; further: potency means the concentration at half of the fitted maximal effect; on the % scale 0 is the no-effect control and ±100 the full control effect
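Erythrocytes infected with luciferase-expressing P. falciparum were dispensed at 2% hematocrit and 0.05% parasitemia (final), then incubated with compounds 96 hours at 37 C in 5% CO2. Luminescence after detection reagent addition reported growth.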
Cycloheximide cs = affects cycloheximide protein synthesis inhibition readout, counter-screen | cell reporter, cycloheximide protein synthesis inhibition counterscreen | max response, % | hit rate 12% among 300,000; in the data active means max response mostly above about 13%, no sharp cut-off; inactive means mostly below about 14%; further: read at 38.3 µM for the half of the compounds with a filed dose; 0% is about no effect
LmPK inh = LmPK (Leishmania mexicana) enzyme inhibition; hit rate 0.37% among 290,000; AID 1721; Potency, µM (series often up to 57.5 µM), inactives show at the highest dose activity change, negative = inhibition, usual class: inhibitors; Q27686; purified LmPK, Kinase-Glo ATP luminescence, 1 h; further: potency means the concentration at half of the fitted maximal effect; on the % scale 0 is the no-effect control and ±100 the full control effect
Target sequence (Q27686 whole entry, looked up): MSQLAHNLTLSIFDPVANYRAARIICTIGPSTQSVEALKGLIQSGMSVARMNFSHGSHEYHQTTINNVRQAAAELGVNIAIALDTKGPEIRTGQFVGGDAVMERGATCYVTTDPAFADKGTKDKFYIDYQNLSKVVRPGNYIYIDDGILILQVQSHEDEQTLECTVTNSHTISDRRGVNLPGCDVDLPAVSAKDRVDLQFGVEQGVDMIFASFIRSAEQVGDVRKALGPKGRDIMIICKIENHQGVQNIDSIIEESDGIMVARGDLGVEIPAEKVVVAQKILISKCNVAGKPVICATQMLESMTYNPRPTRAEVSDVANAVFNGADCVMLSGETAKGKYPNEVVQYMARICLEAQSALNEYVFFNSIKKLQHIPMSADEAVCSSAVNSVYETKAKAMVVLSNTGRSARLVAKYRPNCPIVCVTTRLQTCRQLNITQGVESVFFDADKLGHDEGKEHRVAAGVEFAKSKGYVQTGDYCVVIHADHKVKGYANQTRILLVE
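Kinase-Glo luminescence read after 1 h RT reaction of 0.1 nM LmPK with 0.5 mM PEP and 0.1 mM ADP. Activity scaled between uninhibited and enzyme-free controls.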
* hit, by the source's call; ? = inconclusive; · = no result given; [ ] = remark or other dose. Unless noted, the call rests on the fitted dose curve; in most records, active means well fitted curve in the direction sought with a large enough effect; inconclusive means small, poorly fitted or top-dose-only effect, or another doubt; inactive means no such curve, though single readings can be large; an effect the other way counts as inactive or inconclusive.

SMILES	Shiga toxin inh	Pf growth 48h	TbPYK inhibitor	HCV inhibitor	Pf growth 96h	Cycloheximide cs	LmPK inh
Cc1ccc2nc3sc(C(=O)Nc4ccc(N5CCOCC5)cc4)c(N)c3cc2c1	54	?	·	-24%	?	24*	-9%
O=C(Oc1c(CN2CCOCC2)cc(Cl)c2cccnc12)c1ccccc1	28	?	0%	?	?	8	13%
c1cc2c(cc1CCNC1CCCCCC1)OCO2	2	?	10%	-3%	5%	-1	1%
COc1cccc(=O)c2c(C)oc(C)c12	-10	·	9%	18%	20%	-5	1%
Oc1oc(-c2cccc3ccccc23)nc1/C=N/c1nccs1	19	14%	-12%	9%	-3%	2	3%
Cc1nc(-c2ccc(S(=O)(=O)Nc3cc(F)ccc3F)cc2)co1	11	0%	0%	6%	-7%	10	1%
O=C(/C=C/c1ccc2c(c1)OCO2)c1ccc(F)cc1	78*	0%	-5%	9%[8.37 µM]	?	42*	?
O=C(CNC(=O)c1cccc(F)c1)OCCOc1cccc(Cl)c1	·	-12%	2%	9%	26%	·	·
O=C(Cc1ccccc1)Nc1ccccc1C(=O)N1CCCCC1	42	6%	6%	-11%	0%	11	-6%
CCOc1cc(N2CCOCC2)c(OCC)cc1NC(=O)CN1C(=O)NC2(CCCCC2)C1=O	·	?	-9%	?	-26%	·	·
COc1ccccc1C(=O)n1nc(C)cc1C	-10	27%	1%	12%	?	-1	-9%
O=C(N/C(=C\c1cn(-c2ccccc2)nc1-c1ccccc1)C(=O)N1CCOCC1)c1ccccc1	4	34%[activator]	·	0%	25%	-2	1%
CCOC(=O)C1CCN(C(=O)Cn2nc(C)n3nc(-c4ccc(CC)cc4)cc3c2=O)CC1	-7	16%	-4%	?	9%	-3	9%
COc1ccccc1CNC(=O)c1cc2c(C)nn(Cc3ccc(F)cc3)c2s1	-8	?	-11%	7.1µM*	12µM*	1	4%
Cc1ccc(F)cc1NC(=O)c1sc2ncn(CC(=O)N3CCN(c4ccccn4)CC3)c(=O)c2c1C	-7	12%	5%	15%	15µM*	-2	-4%
C=CCNC(=O)c1ccc(Cn2cc(C(F)(F)F)ccc2=O)cc1	-5	?	0%	2%	86%[activator]	0	1%
CC(C)[C@H](NC(=O)C1CCN(C(=O)[C@H](Cc2ccccc2)NC(=O)OC(C)(C)C)CC1)C(=O)O	2	1%	6%	29%	-14%	-3	1%
CC1CCCCN1S(=O)(=O)Cc1ccccc1Cl (configuration not stated)	-1	-11%	-2%	6%	274%[activator]	-1	0%
NC(=O)c1c(NC(=O)CN2CCOCC2)sc2c1CCC2	-6	13%	1%	-2%	13%	7	0%
N#Cc1ccc(OCC(O)CS(=O)(=O)c2ccc(F)cc2)cc1 (configuration not stated)	2	24%	-1%	-21%	11%	-1	0%
CCCCCCC(=O)Nc1nnc(CC)s1	8	2%	-3%	3%	-14%	10	-1%
C[N+]1(C)CCN(c2ccccc2)CC1	-7	-34%	-1%	?	?	-3	0%
CC(C)c1ccc(OCC(=O)NNC(=O)c2cnccn2)cc1	24	?	-2%	29%	10µM*	3	4%
CCOc1ccc(OCC(=O)NCCc2nc3ccccc3[nH]2)cc1	-15	1%	-4%	-8%	?	-4	3%
CN1CCN(c2ccc(NC(=O)c3cccc(S(=O)(=O)N4CCCC4)c3)cc2)CC1	·	-18%	3%	-6%	5%	·	·

Later entries.
SMILES	Shiga toxin inh	Pf growth 48h	TbPYK inhibitor	HCV inhibitor	Pf growth 96h	Cycloheximide cs	LmPK inh
CCC(C)NC(=O)C1CCC(=O)N(c2ccc3c(c2)OCO3)C1c1ccc(OC)cc1 (configuration not stated)	2	21%	0%	-4%	?	-4	-3%
COc1ccccc1OCCNC(=O)c1ccc2c(c1)OCCO2	·	168%[activator]	-5%	4%	232%[activator]	·	·
Cc1ccc(-n2[nH]c(C)c(C=Nc3ccc(Br)cn3)c2=O)cc1	3	-12%	-1%	20%	?	1	-19%
CC(C)(O)C#Cc1ccc(C(=O)N2CCC(C(N)=O)(N3CCCCC3)CC2)o1	-5	1%	1%	·	?	-3	-3%
Cc1sc(N)nc1-c1ccccc1	-1	29%	-2%	3%	?	10	-5%
Cc1cc(C)nc(SCC(=O)c2ccc(C)c(C)c2)n1	25	0%	-6%	-2%	9.3µM*	11*	2%
O=C(Nc1cc(Sc2ccccn2)cc([N+](=O)[O-])c1)c1ccc([N+](=O)[O-])cc1	-6	13µM*	?	?	3.3µM*	1	1%
CCC(NS(=O)(=O)c1ccc(C)cc1)C(=O)O (configuration not stated)	-31	52%[activator]	0%	5%	35%[activator]	0	4%
COc1cccc(C(=O)Nn2cnnc2)c1	34	21%	3%	5%	?	11*	3%
CN(CCNC(=O)c1cn(C)c2ccc(S(=O)(=O)N(C)C)cc2c1=O)CCc1ccccc1	-4	·	0%	8%	?	-5	11%
O=C(COc1cccnc1[N+](=O)[O-])Nc1ccc2c(c1)OCO2	59	21%	-1%	9%	33%[activator]	-2	5%
CC(=O)Nc1ccc(Nc2nc(C)c([N+](=O)[O-])c(Nc3ccccc3)n2)cc1	-2	?	0%	?	?	-1	5%
COc1ccc(S(=O)(=O)N2CCC[C@H]2C(=O)NC2=NCCS2)cc1	-15	6%	-22%	2%	-17%	2	-2%
CCOc1ccc(NC(=O)C23CC4CC(C2)CC(c2ccccc2)(C4)C3)cc1	-8	?	-6%	?	1.9µM*	1	2%
C=C(C)C1CC=C(C)/C(=N/NC(=O)CNc2ccc(C)cc2C)C1 (configuration not stated)	8	-20%	-8%	8%	-28%	-3	0%
CC(=O)Nc1ccc(NC(=O)C(C)O/N=C/c2cccc([N+](=O)[O-])c2)cc1 (configuration not stated)	-21	12%	0%	3%	·	-2	2%
Cc1noc(C)c1C(=O)Nc1ccc(F)cc1	-12	12%	-4%	6%	20%	2	4%
OC(c1ccccc1)(c1ccccc1)c1ccn[nH]1	·	?	0%	-3%	52%[activator]	·	·
COc1ccccc1NC(=O)Cn1nc(Cc2cccnc2)c2ccccc2c1=O	-14	-17%	1%	-10%	-20%	-2	3%
O=S(=O)(NCc1ccccn1)c1ccc(Cl)c(C(F)(F)F)c1	9	228%[activator]	0%	7%	13%	-6	-6%
COC(=O)c1c(C)oc(C)c1S(=O)(=O)NCc1ccc(Cl)cc1Cl	2	-21%	-6%	13%	-3%	-1	-2%
Cc1cc(C)n(CCCNC(=O)C2CCC(=O)N(CCc3ccc(Cl)cc3)C2)n1 (configuration not stated)	-6	-24%	2%	16%	?	6	0%
CCOC(=O)CN1C(=O)CCSc2ccc(Cl)cc21	-8	1%	-2%	-9%	?	-1	-6%
COc1ccc(CCNC(=O)c2ccc(OCc3c(C)noc3C)cc2)cc1OC	·	9.3µM*	-12%	?	?	·	·
C[C@H](NC(=O)C1CC(=O)N(c2ccc3c(c2)OCO3)C1)C(=O)NCc1ccco1 (some centres not stated)	-5	-15%	-1%	13%	0%	1	0%

Only Pf growth 96h, HCV inhibitor and LmPK inh, for some of the entries so far:
molecule,Pf growth 96h,HCV inhibitor,LmPK inh
CC(=O)Nc1ccc(NC(=O)C(C)O/N=C/c2cccc([N+](=O)[O-])c2)cc1 (configuration not stated),·,3%,2%
Cc1cc(C)nc(SCC(=O)c2ccc(C)c(C)c2)n1,9.3µM*,-2%,2%

Sorted by molecular weight (low to high): 6 of the compounds above.
SMILES	Shiga toxin inh	Pf growth 48h	TbPYK inhibitor	HCV inhibitor	Pf growth 96h	Cycloheximide cs	LmPK inh
COc1cccc(C(=O)Nn2cnnc2)c1	34	21%	3%	5%	?	11*	3%
O=S(=O)(NCc1ccccn1)c1ccc(Cl)c(C(F)(F)F)c1	9	228%[activator]	0%	7%	13%	-6	-6%
COc1ccc(S(=O)(=O)N2CCC[C@H]2C(=O)NC2=NCCS2)cc1	-15	6%	-22%	2%	-17%	2	-2%
CC(=O)Nc1ccc(Nc2nc(C)c([N+](=O)[O-])c(Nc3ccccc3)n2)cc1	-2	?	0%	?	?	-1	5%
O=C(Nc1cc(Sc2ccccn2)cc([N+](=O)[O-])c1)c1ccc([N+](=O)[O-])cc1	-6	13µM*	?	?	3.3µM*	1	1%
COc1ccccc1NC(=O)Cn1nc(Cc2cccnc2)c2ccccc2c1=O	-14	-17%	1%	-10%	-20%	-2	3%

Taken from above:
HCV inhibitor result of `CN(CCNC(=O)c1cn(C)c2ccc(S(=O)(=O)N(C)C)cc2c1=O)CCc1ccccc1` → 8%
LmPK inh result of `CC(C)c1ccc(OCC(=O)NNC(=O)c2cnccn2)cc1` → 4%
Shiga toxin inh result of `Cc1cc(C)nc(SCC(=O)c2ccc(C)c(C)c2)n1` → 25
HCV inhibitor result of `CN1CCN(c2ccc(NC(=O)c3cccc(S(=O)(=O)N4CCCC4)c3)cc2)CC1` → -6%

New compounds follow:
SMILES	Shiga toxin inh	Pf growth 48h	TbPYK inhibitor	HCV inhibitor	Pf growth 96h	Cycloheximide cs	LmPK inh
O=S(=O)(c1ccc2c(c1)nc(COc1ccc(Cl)cc1)n2CC1CCCO1)N1CCOCC1 (configuration not stated)	-12	?	0%	-30%	12µM*	-5	5%
Cc1c(Cl)cccc1NC(=O)NCc1ccc(C)n1C	-6	·	-4%	-26%	9%	-4	-4%
COc1cccc(N2CCN(C(=O)c3oc4ccccc4c3NC(=O)CCc3cc(OC)no3)CC2)c1	-9	?	1%	-19%	?	-1	-11%
Cc1[nH]c(=S)n(CC2CCCO2)c1C (configuration not stated)	-13	11%	-33%	27%	-18%	-1	-5%
NC(=O)C1CCN(C(=O)c2ccco2)CC1	-1	-4%	-1%	29%	87%[activator]	-1	2%
COc1ccc2c(c1)C1=NN(/C(C)=C/C(C)=O)C(c3ccc(F)cc3)C1CC2 (configuration not stated)	94*	0%	-4%	12%	34%	31*	3%

Entries of single compounds, quoted from the list:
Entry for `COc1cccc(N2CCN(C(=O)c3oc4ccccc4c3NC(=O)CCc3cc(OC)no3)CC2)c1` → Shiga toxin inh = -9; Pf growth 48h = ?; TbPYK inhibitor = 1%; HCV inhibitor = -19%; Pf growth 96h = ?; Cycloheximide cs = -1; LmPK inh = -11%
Entry for `O=S(=O)(c1ccc2c(c1)nc(COc1ccc(Cl)cc1)n2CC1CCCO1)N1CCOCC1` (configuration not stated) → Shiga toxin inh = -12; Pf growth 48h = ?; TbPYK inhibitor = 0%; HCV inhibitor = -30%; Pf growth 96h = 12µM*; Cycloheximide cs = -5; LmPK inh = 5%

Not a hit list; 24% or so of the library scored in one or more.
